Bioassay records: PubChem BioAssay, several laboratories
CIT2-GFP yeast = yeast TOR pathway CIT2-GFP modulation; GFP response vs DMSO, % at 10 µM; AID 2029; 320,000 compounds, 0.065% hits; S. cerevisiae CIT2-GFP strain, flow cytometry, 3 h; 100 means same as DMSO wells;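 active = GFP response relative to DMSO above a set limit, near the screen mean plus 3 SD, cut at about 150% in these data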;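 also: ratio of well median GFP fluorescence to mean of DMSO wells on the plate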
GRK2 inh = human GRK2 inhibition via aptamer displacement | 330,000 compounds, 0.59% hits | bead flow cytometry, FAM-aptamer displacement from GRK2 | P25098 | inhibition of aptamer binding, % at 10 µM;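 active = inhibition of aptamer binding above 40%, roughly 3 SD of noise, on plates passing a quality check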;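 also: median bead fluorescence of bound FAM aptamer so fluorescent compounds give negative values; no value below 0 was filed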
VLA-4 inh = inhibition in a human VLA-4 binding assay | P13612 | VLA-4 expressing cells, ligand binding flow cytometry | inhibition, % (about 7 µM as worked out from the volumes in the protocol) | 330,000 compounds, 0.2% hits; in the data active = inhibition above about 50%
Target sequence (P13612 whole entry, looked up): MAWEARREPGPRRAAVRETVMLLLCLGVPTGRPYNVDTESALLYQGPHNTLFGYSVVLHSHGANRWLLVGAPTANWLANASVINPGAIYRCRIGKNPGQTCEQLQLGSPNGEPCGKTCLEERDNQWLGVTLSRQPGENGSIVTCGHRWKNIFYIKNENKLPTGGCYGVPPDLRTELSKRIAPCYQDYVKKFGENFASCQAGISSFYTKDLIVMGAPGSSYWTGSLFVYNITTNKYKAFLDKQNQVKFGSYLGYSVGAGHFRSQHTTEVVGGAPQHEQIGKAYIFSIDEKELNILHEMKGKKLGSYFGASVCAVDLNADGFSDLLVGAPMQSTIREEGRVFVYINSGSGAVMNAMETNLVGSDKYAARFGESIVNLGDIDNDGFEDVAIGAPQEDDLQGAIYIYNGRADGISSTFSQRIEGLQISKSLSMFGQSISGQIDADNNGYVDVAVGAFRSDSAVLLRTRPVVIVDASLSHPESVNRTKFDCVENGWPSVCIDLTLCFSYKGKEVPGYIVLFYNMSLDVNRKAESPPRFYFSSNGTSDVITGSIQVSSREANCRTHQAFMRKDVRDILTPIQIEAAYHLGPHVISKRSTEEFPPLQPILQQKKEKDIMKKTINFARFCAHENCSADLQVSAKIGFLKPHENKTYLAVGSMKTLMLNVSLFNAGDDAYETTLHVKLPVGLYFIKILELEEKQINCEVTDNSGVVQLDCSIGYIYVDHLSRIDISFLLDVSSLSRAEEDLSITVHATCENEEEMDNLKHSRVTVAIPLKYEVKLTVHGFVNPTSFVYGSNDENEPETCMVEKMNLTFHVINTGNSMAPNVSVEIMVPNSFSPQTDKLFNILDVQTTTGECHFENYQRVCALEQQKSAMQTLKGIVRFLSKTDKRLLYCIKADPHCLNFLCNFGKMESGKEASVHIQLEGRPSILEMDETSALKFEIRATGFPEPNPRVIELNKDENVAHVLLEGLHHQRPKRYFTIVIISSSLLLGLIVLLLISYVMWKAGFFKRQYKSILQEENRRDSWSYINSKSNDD
GLD-1 TGE inh = GLD-1-TGE RNA interaction inhibition (C. elegans). inhibition, % at 5.96 µM. purified GLD-1 + fluorescein TGE RNA, fluorescence polarization. AID 2280. 320,000 compounds, 0.44% hits;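 active = percent inhibition above a per-plate cutoff, the plate mean of test compounds plus 3 SD, cut at about 30% in these data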;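 also: 0% = DMSO wells with GLD-1 and probe and 100% = wells lacking GLD-1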
AGP1-GFP MLPCN = yeast TOR pathway AGP1-GFP modulation. S. cerevisiae AGP1-GFP multiplex flow cytometry, 3 h; GFP as percent of DMSO wells. GFP response vs DMSO, % at 10 µM. 320,000 compounds, 0.02% hits. AID 2066;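 active = GFP response relative to DMSO above a set limit, near screen average plus 3 SD, cut at about 150% in these data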;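 also: median GFP channel fluorescence of the gated AGP1 strain per well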
* hit, by the source's call; nt = not tested or not shown; + = active, no number; [ ] = dose if it differs, or a comment.

Start of the data: the first 16 compounds, ahead of the listing:
Sequence of screens – CIT2-GFP yeast | GRK2 inh | VLA-4 inh | GLD-1 TGE inh | AGP1-GFP MLPCN
COc1ccc(-c2noc(CCC(=O)N3CCN(c4ccc(C(F)(F)F)cc4)CC3)n2)cc1
  nt | 3 | nt | nt | nt
Cc1ccc(C)c(N2CCN(C(=O)CCc3nc(-c4cccc(C(F)(F)F)c4)no3)CC2)c1
  nt | 3 | nt | nt | nt
Cc1ccccc1-c1ccccc1CN1[C@@H](C(C)C)COCCS1(=O)=O
  nt | 3 | nt | nt | nt
COC(=O)c1ccccc1-c1c2ccc(=N)cc-2oc2cc(N)ccc12
  +[may fluoresce green] | 0 | nt | nt | 666*[may fluoresce green]
C[C@H]1CN([C@@H](C)CO)C(=O)c2cc(NC(=O)Cc3ccccc3)ccc2O[C@H]1CN(C)Cc1ccccc1
  nt | 2 | 19 | -6 | nt
C[C@H](CO)N1C[C@H](C)[C@@H](CN(C)S(C)(=O)=O)Oc2ccc(N(C)C)cc2C1=O
  nt | 2 | 19 | 2 | nt
C[C@H](CO)N1C[C@H](C)[C@@H](CN(C)C(=O)Nc2ccc3c(c2)OCO3)Oc2c(NS(=O)(=O)c3cn(C)cn3)cccc2C1=O
  nt | 0 | -11 | -1 | nt
Cc1ccc(S(=O)(=O)N(C)C[C@@H]2Oc3ccc(NC(=O)Nc4cccc5ccccc45)cc3C(=O)N([C@H](C)CO)C[C@H]2C)cc1
  nt | 0 | 0 | -5 | nt
COc1ccc2c(C#CCCO)c(-c3ccc(S(C)(=O)=O)cc3)sc2c1
  nt | 1 | 21 | 6 | nt
C[C@H]1CN([C@@H](C)CO)C(=O)Cc2cc(NS(=O)(=O)c3cccs3)ccc2O[C@H]1CN(C)S(=O)(=O)c1cn(C)cn1
  nt | 1 | -3 | 7 | nt
Cc1noc(C)c1NC(=O)N(C)C[C@H]1Oc2ccc(NC(=O)C3CCCCC3)cc2C(=O)N([C@H](C)CO)C[C@@H]1C
  nt | 2 | 27 | 2 | nt
COc1ccc(NC(=O)N(C)C[C@H]2Oc3c(NC(=O)Nc4ccccc4)cccc3C(=O)N([C@H](C)CO)C[C@@H]2C)cc1
  nt | 1 | -11 | -1 | nt
O=C(NN1CCOCC1)c1c(-c2ccccc2)sc2ccccc12
  nt | 1 | -15 | 3 | nt
C[C@H](CO)N1C[C@H](C)[C@@H](CN(C)S(=O)(=O)c2ccccc2)Oc2ccc(NC(=O)Cn3cnnn3)cc2C1=O
  nt | 0 | 13 | -1 | nt
CN1CCC[C@H]1CCNC(=O)c1c(-c2ccsc2)sc2ccccc12
  nt | 0 | -8 | -2 | nt
C[C@H](CO)N1C[C@H](C)[C@@H](CN(C)S(=O)(=O)c2ccc(F)cc2)Oc2c(NC(=O)CCC(F)(F)F)cccc2C1=O
  nt | 2 | 2 | 3 | nt

The list itself (from the top)
Sequence of screens – CIT2-GFP yeast | GRK2 inh | VLA-4 inh | GLD-1 TGE inh | AGP1-GFP MLPCN
COc1ccc(-c2noc(CCC(=O)N3CCN(c4ccc(C(F)(F)F)cc4)CC3)n2)cc1
  nt | 3 | nt | nt | nt
Cc1ccc(C)c(N2CCN(C(=O)CCc3nc(-c4cccc(C(F)(F)F)c4)no3)CC2)c1
  nt | 3 | nt | nt | nt
Cc1ccccc1-c1ccccc1CN1[C@@H](C(C)C)COCCS1(=O)=O
  nt | 3 | nt | nt | nt
COC(=O)c1ccccc1-c1c2ccc(=N)cc-2oc2cc(N)ccc12
  +[may fluoresce green] | 0 | nt | nt | 666*[may fluoresce green]
C[C@H]1CN([C@@H](C)CO)C(=O)c2cc(NC(=O)Cc3ccccc3)ccc2O[C@H]1CN(C)Cc1ccccc1
  nt | 2 | 19 | -6 | nt
C[C@H](CO)N1C[C@H](C)[C@@H](CN(C)S(C)(=O)=O)Oc2ccc(N(C)C)cc2C1=O
  nt | 2 | 19 | 2 | nt
C[C@H](CO)N1C[C@H](C)[C@@H](CN(C)C(=O)Nc2ccc3c(c2)OCO3)Oc2c(NS(=O)(=O)c3cn(C)cn3)cccc2C1=O
  nt | 0 | -11 | -1 | nt
Cc1ccc(S(=O)(=O)N(C)C[C@@H]2Oc3ccc(NC(=O)Nc4cccc5ccccc45)cc3C(=O)N([C@H](C)CO)C[C@H]2C)cc1
  nt | 0 | 0 | -5 | nt
COc1ccc2c(C#CCCO)c(-c3ccc(S(C)(=O)=O)cc3)sc2c1
  nt | 1 | 21 | 6 | nt
C[C@H]1CN([C@@H](C)CO)C(=O)Cc2cc(NS(=O)(=O)c3cccs3)ccc2O[C@H]1CN(C)S(=O)(=O)c1cn(C)cn1
  nt | 1 | -3 | 7 | nt

Continuation.
Sequence of screens – CIT2-GFP yeast | GRK2 inh | VLA-4 inh | GLD-1 TGE inh | AGP1-GFP MLPCN
Cc1noc(C)c1NC(=O)N(C)C[C@H]1Oc2ccc(NC(=O)C3CCCCC3)cc2C(=O)N([C@H](C)CO)C[C@@H]1C
  nt | 2 | 27 | 2 | nt
COc1ccc(NC(=O)N(C)C[C@H]2Oc3c(NC(=O)Nc4ccccc4)cccc3C(=O)N([C@H](C)CO)C[C@@H]2C)cc1
  nt | 1 | -11 | -1 | nt
O=C(NN1CCOCC1)c1c(-c2ccccc2)sc2ccccc12
  nt | 1 | -15 | 3 | nt
C[C@H](CO)N1C[C@H](C)[C@@H](CN(C)S(=O)(=O)c2ccccc2)Oc2ccc(NC(=O)Cn3cnnn3)cc2C1=O
  nt | 0 | 13 | -1 | nt
CN1CCC[C@H]1CCNC(=O)c1c(-c2ccsc2)sc2ccccc12
  nt | 0 | -8 | -2 | nt
C[C@H](CO)N1C[C@H](C)[C@@H](CN(C)S(=O)(=O)c2ccc(F)cc2)Oc2c(NC(=O)CCC(F)(F)F)cccc2C1=O
  nt | 2 | 2 | 3 | nt
COc1ccc(S(=O)(=O)N(C)C[C@H]2Oc3ccc(NC(=O)Nc4ccccc4)cc3C(=O)N([C@H](C)CO)C[C@@H]2C)cc1
  nt | 1 | -2 | -1 | nt
C[C@H](CO)N1C[C@H](C)[C@@H](CN(C)Cc2ccc(C(=O)O)cc2)Oc2c(NS(=O)(=O)c3ccc(F)cc3)cccc2C1=O
  nt | 0 | 1 | 5 | nt
Cc1ccc(S(=O)(=O)Nc2ccc3c(c2)C(=O)N([C@H](C)CO)C[C@H](C)[C@@H](CN(C)Cc2ccc(-c4ccccc4)cc2)O3)cc1
  nt | 0 | -7 | 1 | nt
COc1ccc2sc(-c3ccc(SC)cc3)c(/C=C/c3ccc(OC)c(OC)c3)c2c1
  nt | 0 | 0 | 10 | nt

Next structures:
Sequence of screens – CIT2-GFP yeast | GRK2 inh | VLA-4 inh | GLD-1 TGE inh | AGP1-GFP MLPCN
C[C@H](CO)N1C[C@H](C)[C@@H](CN(C)S(=O)(=O)c2ccc(F)cc2)Oc2ccc(NC(=O)Nc3ccccc3)cc2C1=O
  nt | 0 | -4 | 1 | nt
COc1ccc(NC(=O)N(C)C[C@@H]2Oc3c(NC(=O)Nc4c(C)noc4C)cccc3C(=O)N([C@@H](C)CO)C[C@@H]2C)cc1
  nt | 0 | 3 | 1 | nt
CC(C)(C)OC(=O)[C@H](Cc1ccccc1)NC(=O)c1nc[nH]c1C(=O)N1CCNCC1
  nt | 1 | -6 | 4 | nt
C[C@@H]1CN([C@H](C)CO)C(=O)c2cc(NC(=O)Nc3ccc(C(F)(F)F)cc3)ccc2O[C@H]1CN(C)S(=O)(=O)c1ccccc1
  nt | 2 | -3 | 7 | nt
Cc1noc(C)c1NC(=O)N(C)C[C@H]1Oc2ccc(NS(=O)(=O)c3cccs3)cc2C(=O)N([C@H](C)CO)C[C@@H]1C
  nt | 3 | 15 | 2 | nt
C[C@H](CO)N1C[C@H](C)[C@@H](CN(C)S(=O)(=O)c2cccs2)Oc2c(NC(=O)CCC(F)(F)F)cccc2C1=O
  nt | 2 | 0 | 1 | nt
C[C@@H]1CN([C@H](C)CO)C(=O)Cc2cc(NC(=O)CCC(F)(F)F)ccc2O[C@@H]1CN(C)C(=O)Nc1ccccc1
  nt | 1 | 15 | -1 | nt
Cc1noc(C)c1NC(=O)N(C)C[C@H]1Oc2ccc(NC(=O)Cc3ccccc3)cc2C(=O)N([C@H](C)CO)C[C@@H]1C
  nt | 1 | 6 | 4 | nt
CC(C)NC(=O)Nc1ccc2c(c1)C(=O)N([C@H](C)CO)C[C@@H](C)[C@@H](CN(C)C(=O)NC1CCCCC1)O2
  nt | 3 | 0 | 2 | nt
C[C@H](CO)N1C[C@H](C)[C@@H](CN(C)Cc2ccc(Cl)c(Cl)c2)Oc2c(NC(=O)c3ccncc3)cccc2C1=O
  nt | 1 | -2 | 7 | nt

Remaining list, next part
Sequence of screens – CIT2-GFP yeast | GRK2 inh | VLA-4 inh | GLD-1 TGE inh | AGP1-GFP MLPCN
C[C@H](CO)N1C[C@H](C)[C@@H](CN(C)Cc2ccncc2)Oc2c(NC(=O)CCCCCC(=O)Nc3ccccc3N)cccc2C1=O
  nt | 0 | 3 | 1 | nt
C[C@H](CO)N1C[C@H](C)[C@@H](CN(C)CC2CCCCC2)Oc2c(NC(=O)C3CC3)cccc2C1=O
  nt | 3 | 7 | 4 | nt
C[C@H](CO)N1C[C@H](C)[C@H](CN(C)S(=O)(=O)c2ccccc2)Oc2c(NS(C)(=O)=O)cccc2C1=O
  nt | 5 | -4 | 7 | nt
C[C@H](CO)N1C[C@H](C)[C@@H](CN(C)S(=O)(=O)c2ccccc2)Oc2ccc(NS(=O)(=O)c3cccs3)cc2C1=O
  nt | 0 | 13 | 4 | nt
C[C@H](CO)N1C[C@H](C)[C@@H](CN(C)S(=O)(=O)c2ccc(F)cc2)Oc2ccc(NC(=O)Cc3cn(C)c4ccccc34)cc2C1=O
  nt | 0 | 5 | -4 | nt
NCCN1CCN2C(=O)CN(C(=O)c3ccccc3)CC12 (stereo not given)
  nt | 0 | 2 | 5 | nt
C#CCOCCOCCOCCNc1nc(N2CCN(C(=O)[C@H](CCCCN)n3cc([C@@H](N)[C@H](C)CC)nn3)CC2)nc(N2CCN(C(=O)[C@H](CCCCN)n3cc([C@@H](N)CC(N)=O)nn3)CC2)n1
  nt | 0 | -6 | 2 | nt
CC(C)(C)OC(=O)[C@H](CCCCN)NC(=O)c1[nH]cnc1C(=O)N[C@@H](Cc1ccccc1)C(=O)OCc1ccccc1
  nt | 0 | 0 | -2 | nt
C[C@@H]1CN([C@@H](C)CO)C(=O)Cc2cc(NC(=O)Nc3cccc4ccccc34)ccc2O[C@@H]1CN(C)S(C)(=O)=O
  nt | 0 | -6 | 7 | nt
CCOC(=O)CCCCCC(=O)Nc1ccc2c(c1)CC(=O)N([C@H](C)CO)C[C@H](C)[C@H](CN(C)S(=O)(=O)c1ccc(OC)cc1)O2
  nt | 5 | -6 | 0 | nt

Continuation:
Sequence of screens – CIT2-GFP yeast | GRK2 inh | VLA-4 inh | GLD-1 TGE inh | AGP1-GFP MLPCN
C[C@H](CO)N1C[C@H](C)[C@@H](CN(C)C(=O)Nc2ccccc2)Oc2ccc(NC(=O)CCC(F)(F)F)cc2C1=O
  nt | 1 | -14 | 0 | nt
Cc1noc(C)c1NC(=O)Nc1cccc2c1O[C@@H](CN(C)Cc1ccc3c(c1)OCO3)[C@@H](C)CN([C@H](C)CO)C2=O
  nt | 0 | 2 | 4 | nt
C[C@H](CO)N1C[C@H](C)[C@@H](CN(C)S(=O)(=O)c2cccs2)Oc2c(NC(=O)C3CC3)cccc2C1=O
  nt | 1 | 2 | 4 | nt
C[C@H](CO)N1C[C@H](C)[C@@H](CN(C)C(=O)Nc2ccc3c(c2)OCO3)Oc2c(NC(=O)c3ccncc3)cccc2C1=O
  nt | 0 | -4 | -3 | nt
CNC[C@@H]1Oc2ccc(NS(=O)(=O)c3ccc(OC)cc3)cc2CC(=O)N([C@H](C)CO)C[C@@H]1C
  nt | 0 | 21 | -15 | nt
CN(C)c1cccc(-c2csc(N3CCC(C(N)=O)CC3)n2)c1
  nt | 5 | 2 | 6 | nt
C[C@H](CO)N1C[C@H](C)[C@@H](CN(C)S(=O)(=O)c2cccs2)Oc2c(NC(=O)c3ccncc3)cccc2C1=O
  nt | 0 | 3 | 15 | nt
COc1ccc(NC(=O)Nc2cccc3c2O[C@H](CN(C)C(=O)Nc2ccccc2)[C@@H](C)CN([C@H](C)CO)C3=O)cc1
  nt | 0 | -12 | 2 | nt
NC(=O)C1CCN(c2nc(-c3ccccc3C(F)(F)F)cs2)CC1
  nt | 0 | 8 | -3 | nt
C[C@H](CO)N1C[C@H](C)[C@H](CN(C)Cc2ccc(Oc3ccccc3)cc2)Oc2ccc(NC(=O)Nc3cccc4ccccc34)cc2CC1=O
  nt | 0 | 12 | -7 | nt

Entries above that bear a hit mark in CIT2-GFP yeast.
Sequence of screens – CIT2-GFP yeast | GRK2 inh | VLA-4 inh | GLD-1 TGE inh | AGP1-GFP MLPCN
COC(=O)c1ccccc1-c1c2ccc(=N)cc-2oc2cc(N)ccc12
  +[may fluoresce green] | 0 | nt | nt | 666*[may fluoresce green]

Only part of the results is shown (hit frequency here may not be typical).
